Compound activity (PubChem)
UPR CHOP act = activators of apoptotic CHOP UPR arm, primary screen, cell-based, CHO-CHOP luciferase reporter, luminescence, uHTS. UPR activation; percent of tunicamycin response over DMSO baseline. activation, % at 10 µM. hit rate 0.34% among 330,000. AID 449763, 2010;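 active means at 10 µM dose, activation of 40% or more, normalized to positive control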;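 further: 100% = tunicamycin at 10 µg/mL and 0% = DMSO alone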
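System: CHO-CHOP luciferase reporter cell line | Buffer or medium: F12 medium containing 10% fetal bovine serum | Doses: One dose, 10 µM in 0.5% DMSO | Times: 6 h compound exposure at 37 °C after overnight seeding | Signal: Luciferase luminescence | Read-out: % activation vs tunicamycin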
APJ ag = agonists of human apelin receptor APJ, primary screen, CHO-K1 cells, PathHunter beta-arrestin, luminescence | 0% DMSO wells, 100% apelin | activation, % at 20 µM | hit rate 0.11% among 330,000 | AID 2520, 2010;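 active means activation more than six SD over the plate average, tested at 20 µM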;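 further: 0% = DMSO alone and 100% = apelin-13 at 10 nM; some results filed as inactive read as strong as hits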
Target sequence (P35414 whole entry, looked up): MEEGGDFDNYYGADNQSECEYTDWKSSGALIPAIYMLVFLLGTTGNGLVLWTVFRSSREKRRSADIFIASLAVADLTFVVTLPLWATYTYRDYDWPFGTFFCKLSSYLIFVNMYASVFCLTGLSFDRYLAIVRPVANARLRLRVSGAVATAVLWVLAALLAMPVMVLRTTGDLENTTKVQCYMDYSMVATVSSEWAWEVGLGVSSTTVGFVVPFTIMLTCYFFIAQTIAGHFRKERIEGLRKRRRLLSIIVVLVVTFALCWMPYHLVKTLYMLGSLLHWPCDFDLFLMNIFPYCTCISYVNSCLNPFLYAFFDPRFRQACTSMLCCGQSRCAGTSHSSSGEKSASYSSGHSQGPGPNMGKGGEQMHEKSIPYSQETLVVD
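Material: CHO-K1 APJ beta-arrestin complementation cell line; Input: cell density 1000 per well; Incubation: compound stimulation 90 min at 25 °C, detection 60 min; Signal: luminescence from split beta-galactosidase complementation, Galacton Star/Emerald II substrate; Controls: DMSO-only wells as negative, 10 nM Apelin-13 as positive control.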
tim23-1 inh = growth inhibitors of tim23-1 mutant yeast, primary screen, luminescence, uHTS; S. cerevisiae tim23-1 growth, BacTiter-Glo luminescence, 24 h; inhibition, % at 20 µM; hit rate 1.3% among 330,000; AID 463212, 2010;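 active means growth inhibition of the mutant yeast at or above 50%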;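 further: temperature-sensitive mutant grown at 25 °C; plate controls were DMSO-treated mutant yeast for no effect and medium wells lacking yeast for full effect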
tim10-1 inh = growth inhibitors of tim10-1 mutant yeast, primary screen, luminescence, uHTS | AID 463190, 2010 | S. cerevisiae tim10-1 ts strain growth, BacTiter-Glo, 24 h | hit rate 2.2% among 330,000 | inhibition, % at 20 µM;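 active means inhibition of at least 40%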;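 further: mutant grown at 25 °C; 0% = DMSO wells with yeast and 100% = wells holding no yeast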
APJ antag = antagonists of human apelin receptor APJ, primary screen, CHO-K1 cells, beta-arrestin complementation, luminescence | hit rate 0.32% among 330,000 | AID 2521, 2010 | P35414 | inhibition, % at 20 µM;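 active means inhibition above about 40% at 20 µM, limit read from the data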;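 further: cells challenged with 10 nM apelin-13 agonist together with compound; plate controls were apelin-13 plus DMSO wells for no effect and DMSO wells lacking apelin-13 for full effect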
CXCR6 block = CXCR6 receptor inhibitors, primary screen, cell-based, beta-arrestin, luminescence, CHO-K1 PathHunter, 1536-well; C-X-C chemokine receptor type 6 (Homo sapiens), O00574; hit rate 0.36% among 360,000; AID 602244, 2012; inhibition, % at 20 µM; in the data active means inhibition above about 34%, passing the limit was not always enough;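 further: antagonist mode with CXCL16 agonist at 10 nM final; 0% = 10 nM CXCL16 with DMSO and 100% = unstimulated wells without agonist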
Target sequence (O00574 whole entry, looked up): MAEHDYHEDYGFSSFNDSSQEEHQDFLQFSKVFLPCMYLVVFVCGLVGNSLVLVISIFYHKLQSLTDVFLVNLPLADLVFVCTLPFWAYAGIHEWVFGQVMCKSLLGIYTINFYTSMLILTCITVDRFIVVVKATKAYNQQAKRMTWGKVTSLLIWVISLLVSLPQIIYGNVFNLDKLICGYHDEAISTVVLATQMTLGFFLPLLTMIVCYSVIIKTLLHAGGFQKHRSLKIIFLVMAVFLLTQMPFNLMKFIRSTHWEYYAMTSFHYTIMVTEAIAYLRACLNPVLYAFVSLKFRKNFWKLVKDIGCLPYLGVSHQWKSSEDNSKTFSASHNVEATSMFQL
TIM10 inh = growth inhibitors of isogenic TIM10 control yeast, primary screen, counter-screen for tim10-1 yeast inhibitor project, luminescence, uHTS. S. cerevisiae TIM10 strain growth, BacTiter-Glo luminescence, 24 h. inhibition, % at 10 µM. hit rate 1.4% among 330,000. AID 463195, 2010;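 active means inhibition of 40% or more at the single tested concentration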;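 further: wild-type TIM10 isogenic control strain grown at permissive 25 °C; 0% = DMSO yeast wells and 100% = minimal medium wells without yeast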
Mdm2 MdmX PPI = inhibitors of human Mdm2-MdmX association, primary screen, cell-based, luminescence, split luciferase, SaOS-2, uHTS; Protein Mdm4 (Homo sapiens) + E3 ubiquitin-protein ligase Mdm2 (Homo sapiens), …; SaOS-2 split-luciferase Mdm2/MdmX complementation; inhibition, % at 8 µM; hit rate 3% among 330,000;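 active means inhibition of at least 50% at 8 µM in the primary screen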
XBP1 UPR activ = activators of adaptive XBP1 UPR arm, primary screen, cell-based, CHO-XBP1 luciferase reporter, luminescence, uHTS; IRE1-XBP1 UPR activation; percent of tunicamycin response, DMSO as zero; activation, % at 20 µM; hit rate 0.33% among 330,000; AID 463104, 2010;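 active means versus positive control, 20 µM dose yields 30% or more activation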;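 further: 100% = tunicamycin at 10 µg/mL and 0% = DMSO only wells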
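assay system = CHO-XBP1 luciferase reporter cells | amount = 1000 cells/well | buffer or medium = F12 plus 10% FBS | compound dosing = single point, 20 µM final compound, 1% DMSO | incubation = 16-18 h cell attachment at 37 °C, then 6 h compound exposure | detection = Steady-Glo luminescence read | controls = tunicamycin 10 µg/mL and vehicle-only wells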
Active calls of the source: *; / = not tested or not shown. Only part of the results is shown; count on the stated rates, not on these rows.

SMILES	UPR CHOP act	APJ ag	tim23-1 inh	tim10-1 inh	APJ antag	CXCR6 block	TIM10 inh	Mdm2 MdmX PPI	XBP1 UPR activ
COC(=O)C1CCN(C(=O)Cc2ccccc2OC)CC1	-2.4	1	12	13	5	-11	-12	9	-2
CS(=O)(=O)Nc1ccc(C(=O)NCCc2ccccc2)cc1	1.5	3	11	9	14	1	-6	-8	2
CCOC(=O)CCNC(=O)CCc1nnc(CCCc2ccccc2)o1	1.5	0	1	-3	24	-7	1	-27	0
COCC(=O)n1nc(-c2ccc(Cl)cc2)nc1NCc1ccc(F)cc1	0.6	0	-11	-23	-20	-8	17	12	3
Cc1ccc(S(=O)(=O)N(CC(=O)N/N=C/c2ccco2)c2cc(Cl)cc(Cl)c2)cc1	4.6	0	25	19	4	11	23	-8	-1
O=C(Nc1ccc([N+](=O)[O-])cc1)/C(=C/c1cccc([N+](=O)[O-])c1)NC(=O)C1CCCCC1	0.9	-3	15	2	14	10	16	27	-2
CSCCC(NC(N)=O)C(=O)NCC1CCCCC1 (stereo not given)	0.0	1	-14	-13	-6	1	1	2	1
Cn1c(SCC(=O)NCc2ccc(F)cc2)nc2c([nH]c3ccccc32)c1=O	-1.8	0	-14	-27	-70	/	-9	75*	2
CN(NC(=O)c1ccc(Cl)cc1)c1ncc(C(F)(F)F)cc1Cl	1.2	-3	18	8	12	2	9	14	0
Oc1cccc2c(NC(=S)Nc3ccc(SC(F)F)cc3)cccc12	1.2	4	47	38	-14	4	52*	38	-1
O=C(CN1CCCCCC1)Nc1ccc(S(=O)(=O)N2CCCCC2)cc1	-0.7	-2	0	4	3	-2	11	3	1
CC(=O)NC1(c2ccccc2)CCN(c2cc(C)nc(-c3ccccc3)n2)CC1	-0.2	-4	14	11	4	-2	-6	-15	-4
CCOC(=O)N1CCN(C(=O)Cc2ccccc2OC)CC1	-0.1	-3	6	-2	8	-6	-2	11	-5
O=C1C2CC=CCC2C(=O)N1CNc1ccccc1 (stereo not given)	0.0	2	10	10	6	-1	12	-17	0
CCN(CC)S(=O)(=O)c1cc(C(=O)OCC(=O)Nc2cccc(C)c2C)ccc1F	-0.6	-3	12	12	3	2	-11	-4	-4
CCC(=O)Nc1c2c(nn1-c1ccc([N+](=O)[O-])cc1)CS(=O)(=O)C2	4.3	-1	7	6	-3	-4	2	21	3
CC(C)=NNc1nc(-c2ccccc2)cs1	3.1	-4	7	12	2	3	2	4	6
Cc1cccc(NS(=O)(=O)c2cnc[nH]2)c1	2.0	0	13	9	3	-4	4	-31	0
O=C1c2ccccc2C(=O)N1CCCOCc1c[nH]c(=O)[nH]c1=O	-1.2	-3	6	3	6	0	0	1	32*
CC(=O)N(CCP(=O)(c1ccccc1)c1ccccc1)Cc1ccco1	-0.2	-3	-2	9	-3	-1	-9	10	-2
O=C(O)c1ccc(NC(=O)c2ccc(Cl)cc2)c(NC(=O)c2ccc(Cl)cc2)c1	-9.1	0	12	6	-8	1	-11	0	-4
O=C(Nc1cccc(C(=O)NC2CCCC2)c1)c1ccccc1	0.3	9	7	-10	-9	7	3	5	-7
C[C@@H](C(=O)N1CCN(c2ccccc2)CC1)N1C(=O)C2CC=CCC2C1=O (stereo not given in full)	2.4	-2	0	-7	-1	6	3	-14	0
CC(=O)N1CCN(c2ccccc2NC(=O)COc2ccc(Cl)cc2Cl)CC1	0.6	0	26	18	6	2	2	22	-2
CCOc1ccc(C(C)=O)cc1COc1ccc(-n2cnnn2)cc1	-11	0	-6	24	-3	5	-8	-5	-2
COc1cc(/C=C/C(=O)OCC(=O)Nc2ccc3c(c2)OCCO3)ccc1OCC#N	2.6	2	-25	-13	-19	2	-16	-26	-1
O=C(Nc1cccc(S(=O)(=O)N2CCCCC2)c1)c1cnccn1	1.3	-1	0	17	11	9	1	7	0
C=CCN(c1ccc(C(=O)NCCSc2ccccc2)cc1)S(C)(=O)=O	5.5	-4	14	7	5	10	4	-19	1
C=CCn1c(CC#N)nnc1N1CCOCC1	3.6	-3	-9	-13	3	2	-4	6	-3
C/C(=N/NC(=O)c1ccncc1)c1cc2ccc(O)cc2oc1=O	1.1	1	0	-3	-23	-10	4	5	-1
O=C(CN1CCCc2ccccc21)Nc1cccc(S(=O)(=O)N2CCOCC2)c1	1.1	-1	-12	-17	12	-1	-2	23	0
COc1ccc(Cc2nc3ccc(C(=O)NCc4cc(C)no4)cc3o2)cc1	5.4	0	7	1	0	6	-5	-52	0
CCCCn1c(N)c(N(CCC(C)C)C(=O)CC2CCCC2)c(=O)[nH]c1=O	0.1	1	1	-7	15	0	-5	23	-4
CCn1c(=O)c(-c2cc(=O)[nH][nH]2)c(O)c2ccccc21	-1.1	0	-3	12	-6	-1	7	3	-6
Cc1ccc(S(=O)(=O)N(C)CC(=O)OCC(=O)N2CC(=O)Nc3ccccc32)cc1	-0.2	-1	8	12	0	6	7	-4	2
Cc1nn(CC#N)c(=O)n1-c1ccc(F)cc1	-0.5	-2	-4	8	-4	-7	-1	11	1
O=C(NCc1ccccc1Cl)c1cnc2n(c1=O)CCS2	1.6	2	17	21	29	6	1	-16	-1
Cc1cc(OCc2cc(C(=O)N(C)CCCN3CCOCC3)no2)cc(C)c1Cl	-1.2	-5	10	24	10	-10	8	13	-4
Cc1onc(-c2ccccc2Cl)c1C(=O)OCC(=O)c1ccc[nH]1	1.8	3	13	4	-20	-5	12	-1	-5
CN(C)CCCN(Cc1ccccc1)C(=S)Nc1ccc(F)c(Cl)c1	-0.1	-2	-3	10	-6	6	-4	34	-1
CC(OC(=O)CN1C(=O)COc2ccccc21)C(=O)NCc1ccc(F)cc1 (stereo not given)	-0.7	-3	5	9	10	-6	-8	18	-2
Cc1ccc(NS(=O)(=O)c2ccc3c(c2)NC(=O)CO3)cc1Cl	0.6	3	21	25	8	-2	7	15	-4
CC(=O)Nc1ccc2nc(SCC(=O)O)sc2c1	2.5	0	12	-10	10	-7	4	3	0
Cc1ccc(N=C2NC(=O)/C(=C/c3cccn3C)S2)cc1C	8.7	-2	17	-14	20	0	18	10	5
CN(C)CCn1c(=O)n(Cc2ccco2)c(=O)c2c3c(sc21)CCCCC3	-1.3	-5	4	12	6	5	10	-3	4
CCN(CC(=O)Nc1c(F)cccc1F)C(=O)c1ccc(S(=O)(=O)N2CCCCC2)cc1	1.7	-3	-5	-15	-2	5	-6	3	-3
O=C(Cn1cc(C(F)(F)F)ccc1=O)Nc1cccc(S(=O)(=O)N2CCOCC2)c1	-0.6	-1	10	5	3	1	-3	4	-4
O=C(Nc1nccs1)C1CCCN1/C=C/C(=O)C(F)(F)F (stereo not given)	-0.4	-1	-10	-12	-9	-7	8	8	-1

Mdm2 MdmX PPI: what is marked active above
Compound | APJ ag | APJ antag | CXCR6 block | Mdm2 MdmX PPI | XBP1 UPR activ
Cn1c(SCC(=O)NCc2ccc(F)cc2)nc2c([nH]c3ccccc32)c1=O | 0 | -70 | / | 75* | 2

(list continues)
SMILES	UPR CHOP act	APJ ag	tim23-1 inh	tim10-1 inh	APJ antag	CXCR6 block	TIM10 inh	Mdm2 MdmX PPI	XBP1 UPR activ
CCSc1nnc(NC(=O)COc2ccccc2)s1	1.6	1	15	-9	-11	-1	12	8	2
COc1ccc(C2CC(c3ccccc3)=NN2C(=O)COC(=O)CNC(=O)c2ccccc2)cc1 (stereo not given)	-2.7	-2	-4	5	8	0	16	-22	0
COc1ccc(CNC(=O)CN(c2cccc(OC)c2)S(C)(=O)=O)cc1	0.0	1	-2	-8	-7	-4	-1	11	-3
Cc1ccc(S(=O)(=O)NN2C(=O)/C(=C/c3ccccn3)SC2=S)cc1	-2.4	0	29	28	4	0	21	-23	1
CNC(=O)c1cc(S(=O)(=O)NCc2ccncc2)ccc1OC	1.2	4	7	9	-3	-6	4	11	0
Cc1onc(-c2ccccc2)c1C(=O)NCc1ccco1	-2.6	-4	4	12	-5	9	6	6	2
O=C(NC1CCCN(CCc2ccccc2)C1)C1CCCC1 (stereo not given)	-0.7	-2	-2	-6	-3	-11	3	-21	-6
Cc1cc(CNC(=O)COc2ccc(F)cc2F)c2ccccc2n1	0.0	-4	7	16	5	-9	-4	-4	-1
N#Cc1cc2c(nc1SCc1ccccc1)CCCCC2	1.8	2	17	17	-14	6	0	4	-3
NNC(=O)CS(=O)(=O)CS(=O)(=O)CC(=O)NN	0.5	3	-3	2	3	-10	18	-1	-1
O=C(Cn1nnc(-c2cc(C(F)(F)F)cc(C(F)(F)F)c2)n1)NNC(=S)Nc1ccc(Cl)cc1	-1.3	-6	10	24	19	-3	19	0	-2
O=C(COC(=O)COc1ccccc1F)NC1CC1	0.5	-1	-5	-5	2	1	-14	7	-3
c1ccc2cc(CN3CCOCC3)ccc2c1	1.4	-6	12	0	6	-2	9	-3	-4
O=C1Nc2ccc(F)cc2C12OCCO2	-0.8	-2	2	12	6	-4	1	2	4
COc1ccccc1NC(=S)N(Cc1ccc(C)cc1)Cc1ccccn1	0.3	0	15	26	6	4	35	-21	-2
COc1cc(C2NC(=O)NC(C)=C2C(C)=O)ccc1O (stereo not given)	2.2	2	1	4	0	4	16	15	-1
O=C(Nc1ccc(-n2cc(Br)cn2)cc1)c1ccncc1	8.6	-4	15	2	4	-5	1	15	0
CC(C)C(O)(CC#CCN1CCCC1)c1ccccc1 (stereo not given)	0.4	-1	-10	-21	-6	5	-11	8	-2
O=C1CCC(Cc2ccccc2)N1 (stereo not given)	-1.1	0	6	-12	-10	-2	-7	-2	-3
COc1ccc(N(CC(=O)NCc2ccc(Cl)cc2)S(=O)(=O)c2c(C)n[nH]c2C)cc1	-0.4	-5	13	19	10	-2	-11	27	-7
CN(CC(=O)Nc1cccc2ccccc12)C(=O)/C=C/c1cccs1	3.7	0	19	15	-17	-1	-4	-5	-1
CCN(CC)c1ccc(NC(=O)C2CCCC2)cc1	2.5	1	14	4	0	-9	-2	18	3
COc1ccc(C=Nc2cccc3ncccc23)cc1	2.4	0	-3	18	8	-4	-2	13	0
COc1cccc(OC)c1OCCCOc1cccc2cccnc12	2.9	-1	29	36	1	0	9	-16	4

Full records as entered above. Values in the order: UPR CHOP act | APJ ag | tim23-1 inh | tim10-1 inh | APJ antag | CXCR6 block | TIM10 inh | Mdm2 MdmX PPI | XBP1 UPR activ
`COc1ccc(CNC(=O)CN(c2cccc(OC)c2)S(C)(=O)=O)cc1` is listed as 0.0 | 1 | -2 | -8 | -7 | -4 | -1 | 11 | -3
`CN(NC(=O)c1ccc(Cl)cc1)c1ncc(C(F)(F)F)cc1Cl` is listed as 1.2 | -3 | 18 | 8 | 12 | 2 | 9 | 14 | 0
